# High-throughput results as filed in PubChem.
# mABHD4 FP: ABHD4 (mouse) inhibition, primary FP screen; Q8VD66; purified mABHD4, FP-Rh probe fluorescence polarization; inhibition, % at 8.92 µM; hit rate 0.54% among 370,000; AID 720543;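 active = inhibition exceeding the mean over every tested compound plus 3 SD, cut at about 30% in these data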;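 also: 0% = plate median of compound wells and 100% = S159A mutant with DMSO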
# Target sequence (Q8VD66 whole entry, looked up): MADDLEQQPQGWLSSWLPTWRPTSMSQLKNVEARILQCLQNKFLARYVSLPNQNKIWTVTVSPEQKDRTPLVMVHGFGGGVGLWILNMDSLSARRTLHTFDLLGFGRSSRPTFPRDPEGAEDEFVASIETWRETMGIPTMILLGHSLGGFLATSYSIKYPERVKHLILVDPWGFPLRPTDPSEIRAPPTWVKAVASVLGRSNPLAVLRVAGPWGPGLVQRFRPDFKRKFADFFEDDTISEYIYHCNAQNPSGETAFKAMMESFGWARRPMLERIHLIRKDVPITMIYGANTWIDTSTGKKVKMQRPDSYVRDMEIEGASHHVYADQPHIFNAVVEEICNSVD
#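 Assay system: wild-type mouse ABHD4 protein; compound: single nominal dose of 8.92 µM, 0.89% DMSO final; schedule: 45 min + 60 min at 25 °C; measured by: FP readout, ex 525 nm / em 598 nm; evaluation: % inhibition of FP-Rh probe binding versus controls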
# SMARCA2 activ: activators of SMARCA2 function | MG213 cells, MMTV-luciferase reporter, dexamethasone, overnight | activation, % at 9.1 µM | hit rate 1% among 370,000 | AID 652017; in the data active = activation above about 7.8%;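 also: 0% = vehicle wells and 100% = reference activator wells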
# NR1D1 modulator: modulators of human Rev-erb alpha DNA binding; Rev-erbα–FITC-DNA binding, fluorescence polarization, 90 min; AID 1259318; hit rate 0.79% among 370,000; P20393; activity, % at 10 µM;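 active = activity above about 14%, limit read from the data; passing the limit was not always enough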;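 also: 0% = DMSO wells with 35 nM protein and 100% = DMSO wells with 750 nM protein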
# NPR1 activator: GC-A (human) enzyme activation; P16066; HEK293 GC-A cells, cGMP TR-FRET, EC30 ANP; 0% at EC30 ANP, 100% saturating ANP; activation, % at 10 µM; hit rate 0.14% among 370,000; in the data active = activation above about 40%
# NPR2 activator: GC-B (human) receptor activation. P20594. HEK293-GC-B cells, CNP EC30, cGMP TR-FRET; 0% at EC30 CNP, 100% saturating CNP. activation, % at 10 µM. hit rate 0.11% among 370,000;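 active = activation at 10 µM reaching about 35% in either raw or pattern-adjusted values, limit read from the data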
# PG9 binder: small molecules binding HIV-1 gp120 antibody PG9; TR-FRET gp120-PG9 antibody binding; inhibition, % at 6.7 µM; hit rate 0.43% among 360,000; AID 624416; in the data active = inhibition above about 8.5%
# rCAG RNA binder: molecules binding r(CAG) RNA repeats | r(CAG) RNA repeat, TO-PRO-1 dye displacement fluorescence | inhibition, % at 3 µM | hit rate 1.3% among 370,000 | AID 651821;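 active = inhibition above the plate cutoff, the mean of all test compounds on that plate plus 3 SD, cut at about 35% in these data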;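 also: 0% = DMSO alone and 100% = 100 µM mitoxantrone as full dye displacement; higher means more dye released from RNA so lower well fluorescence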
# HTRA1 inhibitor: blocks human HTRA1 serine peptidase; hit rate 0.5% among 340,000; AID 504803; Q92743; recombinant HTRA1, FP-rhodamine activity-based probe, fluorescence polarization; inhibition, % at 5.96 µM; in the data active = inhibition above about 36%;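 also: 0% = enzyme with DMSO and 100% = wells lacking enzyme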
# Target sequence (Q92743 whole entry, looked up): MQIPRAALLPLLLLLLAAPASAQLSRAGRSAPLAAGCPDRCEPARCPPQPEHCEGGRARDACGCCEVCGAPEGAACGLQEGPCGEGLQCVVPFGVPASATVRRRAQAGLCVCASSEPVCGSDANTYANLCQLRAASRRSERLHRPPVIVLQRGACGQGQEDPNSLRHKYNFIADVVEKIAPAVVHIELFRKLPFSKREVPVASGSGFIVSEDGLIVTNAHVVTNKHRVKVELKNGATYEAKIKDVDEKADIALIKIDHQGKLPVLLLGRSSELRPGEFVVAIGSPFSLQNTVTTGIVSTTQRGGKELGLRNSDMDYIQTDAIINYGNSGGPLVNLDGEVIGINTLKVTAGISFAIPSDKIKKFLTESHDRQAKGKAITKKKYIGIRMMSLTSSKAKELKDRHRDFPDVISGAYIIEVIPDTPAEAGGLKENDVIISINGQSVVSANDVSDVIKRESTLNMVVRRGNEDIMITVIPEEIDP
# ASAP1 GAP inh: inhibitors of human ASAP1 ArfGAP activity. Q9ULH1. ASAP1-stimulated ARF1 GTP hydrolysis, GDP FP detection. inhibition, % at 16.5 µM. hit rate 0.19% among 360,000; in the data active = inhibition above about 25%;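 also: 0% = vehicle with enzyme and substrate and 100% = no enzyme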
# ARFGAP1 inhibitor: inhibitors of rat ARFGAP1; Q62848; Arfgap1-stimulated ARF1 GTP hydrolysis, GDP FP detection; inhibition, % at 16.5 µM; hit rate 0.26% among 360,000; AID 651572;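 active = inhibition above a per-plate limit, mean inhibition of low control wells plus 3 SD, cut at about 25% in these data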;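 also: 0% = DMSO wells with enzyme and 100% = wells lacking Arfgap1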
# Target sequence (Q62848 1-136 limits assumed): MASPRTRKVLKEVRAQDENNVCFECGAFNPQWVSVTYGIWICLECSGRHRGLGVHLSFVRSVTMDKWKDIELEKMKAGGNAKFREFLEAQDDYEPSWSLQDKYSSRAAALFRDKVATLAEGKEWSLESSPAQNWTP
#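 Material – truncated rat Arfgap1 GAP domain · Buffer or medium – HEPES-based buffer, pH 7.5 · Reagent – human ARF1(Δ1-17)-GTP substrate · Dosing – 16.5 µM single point, 1.26% DMSO · Schedule – GTP hydrolysis reaction 2 h at 25 °C · Technique – GDP detection by fluorescence polarization · Benchmarks – No-Arfgap1 wells (100%) versus DMSO full-reaction wells (0%) · Repeats – single replicate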
# * = called active by the depositor; / = no result given. No enrichment for hits; 4.4% or so of the library scored in one or more.
# Sequence of screens – mABHD4 FP | SMARCA2 activ | NR1D1 modulator | NPR1 activator | NPR2 activator | PG9 binder | rCAG RNA binder | HTRA1 inhibitor | ASAP1 GAP inh | ARFGAP1 inhibitor
> CCCC(=O)N1CCC1(C)C(=O)Nc1ccc(OC(F)F)cc1 (configuration not stated)
 : 3 | 0 | -5 | 3 | 3 | -0.9 | -1 | / | -11 | -20
> Cc1cccc(CC(C)NC(=O)CCc2nnc(-c3ccccc3)o2)n1 (configuration not stated)
 : 4 | -4 | 2 | 2 | 0 | -1.3 | -5 | 7 | 4 | 10
> O=C(N1CCCC1)C12CC3CCC(CC(C3)C1)C2
 : -1 | -4 | 2 | 0 | 4 | -0.2 | -7 | 3 | -10 | 0
> Cc1cccc(C)c1NC(=O)CN1N=NC2C(=O)N(c3cccc(Cl)c3)C(=O)C21 (configuration not stated)
 : -17 | 0 | 2 | 3 | -1 | -2.0 | 18 | -17 | 5 | 10
> Cc1ccnc(NC(=O)c2cccc([N+](=O)[O-])c2C)c1
 : -15 | -1 | 1 | -3 | 6 | -2.1 | 3 | 3 | 13 | -1
> Brc1ccsc1-c1csc(-c2ccncc2)n1
 : -7 | 6 | 10 | 8 | -4 | 4.2 | 4 | -11 | 2 | 13
> CC(C)(C)c1nnc(NC(=O)Nc2ccc(Cl)cc2)s1
 : -5 | 1 | -5 | -1 | 7 | -0.4 | 33 | -11 | 9 | 11
> Cc1ccc(Cl)cc1N1CCN(C(=O)Cc2c(C(=O)O)[nH]c3ccc(Cl)cc23)CC1
 : -1 | -1 | 3 | -7 | -2 | -0.5 | 74* | -39 | -13 | -10
> Cc1nnc(SCC(=O)NNC(=O)C(C)C)[nH]c1=O
 : 1 | -3 | -5 | 5 | -2 | -1.1 | 0 | 0 | -15 | 2
> COc1ccc(Nc2c3c(nc4ccccc24)CCCC3)cc1OC
 : 1 | -3 | -5 | -9 | -8 | -1.5 | -3 | 5 | 3 | 5
> CC(C)OC(=O)c1c(N)n(CCCN2CCOCC2)c2nc3ccccc3nc12
 : -5 | 0 | -5 | 2 | 0 | 2.0 | -8 | 3 | -10 | 10
> Cc1cc(C)c2c(c1)/C(=C/C(=O)c1ccc(Br)s1)C(=O)N2
 : 5 | 3 | 5 | -20 | -19 | -1.6 | 5 | -3 | 9 | 8
> O=C1NC(=O)C(=Cc2ccccc2[N+](=O)[O-])S1
 : 13 | 3 | -5 | -1 | -2 | -5.0 | 4 | 4 | -14 | 7
> Cc1ccc(N2CCN(C3=NC(=O)/C(=C\c4cn[nH]c4-c4ccccc4)S3)CC2)cc1
 : 12 | -6 | 0 | 3 | 6 | 0.2 | 10 | -12 | 7 | 9
> Cc1c(NC(=O)c2cccc(NC(=O)Cc3ccccc3Cl)c2)c(=O)n(-c2ccccc2)n1C
 : 7 | -3 | -4 | -2 | -1 | -0.4 | 1 | -1 | 4 | -9
> COC(=O)c1ccccc1-c1ccc(/C=N/Nc2nc(N3CCCC3)nc(N3CCCC3)n2)o1
 : 11 | -2 | -2 | 13 | 3 | 0.8 | -4 | -1 | -15 | -18
> Nc1cc(N)nc(SCCOc2ccccc2)n1
 : -2 | 6 | 1 | 5 | 11 | -1.7 | 5 | -5 | 18 | 14
> O=c1[nH][nH]c2c1[C@H](c1ccc(F)cc1)O[C@H](CCc1ccccc1)C2
 : -1 | -6 | 0 | -5 | -3 | 0.0 | 17 | / | 5 | -8
> O=c1[nH]c(=O)n(Cc2ccco2)c2c1C(C(F)(F)F)(C(F)(F)F)N=C(CCC1CCCCC1)N2
 : -11 | -5 | 6 | 4 | 8 | 2.4 | 1 | -14 | -4 | -7
> CC(=O)c1ccc(NC(=O)CSC(C)C)cc1
 : 0 | 0 | -8 | 2 | -1 | -0.9 | -5 | 0 | -7 | -5
> COc1ccc(CCNC(=O)CSc2nc3[nH]ncc3c(=O)n2-c2ccc(Cl)cc2Cl)cc1OC
 : 4 | -3 | -3 | -4 | 3 | -2.0 | -2 | -9 | 6 | 7
> CCN(CC(=O)Nc1ccccc1OC)C(=O)COc1ccc(C#N)cc1
 : 1 | 2 | -1 | -2 | 0 | -3.2 | -2 | -1 | -5 | -7
> COc1ccc(C2=NS(=O)(=O)N(C)C(C(=O)NC3CCCCC3)=C2)cc1OC
 : -2 | -5 | 3 | -1 | -8 | -0.3 | 1 | -9 | 1 | -4
> CC(=O)N1CCCC(C)(C(=O)N(C)Cc2cccc3ccccc23)C1 (configuration not stated)
 : 0 | 3 | -4 | 1 | 4 | 0.7 | 1 | / | -12 | 13
> CN(C)c1ccc(C(C#N)c2ccccc2)nn1 (configuration not stated)
 : -17 | 4 | 5 | 0 | 0 | -1.0 | -3 | 4 | 8 | 19
> O=C(O)c1cc2cccc(S(=O)(=O)N3CCOCC3)c2cc1O
 : 2 | -1 | -3 | 7 | 0 | 2.3 | 5 | -5 | -2 | 16
> COC(=O)Cc1ccc(NC(=S)NCc2ccc(S(N)(=O)=O)cc2)cc1
 : 1 | -2 | 5 | -1 | 5 | -0.8 | 4 | 5 | 8 | 3
> NNC(=O)CSc1ncc(-c2ccccc2)[nH]1
 : -5 | -3 | 1 | 3 | 1 | -0.9 | 6 | -9 | 10 | 9
> O=C(Nc1ccccc1)N(Cc1cccs1)C1CCCC1
 : -3 | -1 | 0 | -9 | -8 | 0.0 | -4 | -3 | 1 | 7
> COc1cccc(NC(=O)C(C#N)Cc2ccncc2)c1 (configuration not stated)
 : 5 | -1 | -5 | 6 | 1 | -0.5 | -1 | 3 | 14 | -1
> COc1ccc(NC(=O)N(C)C[C@H]2Oc3c(NC(=O)Nc4c(C)noc4C)cccc3C(=O)N([C@H](C)CO)C[C@@H]2C)cc1
 : 8 | -3 | -14 | 2 | -1 | 0.5 | 0 | 2 | 5 | 1
> Cc1cccc(Cn2nc(C(C)(C)C)cc2C(=O)Nc2ccc(F)cc2)c1
 : -21 | -4 | -1 | -4 | -1 | 0.8 | -2 | / | 0 | 10
> O=C(Nc1ccccc1)NC1(C(=O)N2CCN(C(=O)c3ccco3)CC2)CCCCC1
 : -1 | -2 | -3 | -1 | -1 | 0.6 | 0 | 3 | 14 | -9
> CC[C@@H](CCCc1ccccc1OC)CCS(=O)(=O)C(C)(C)C
 : -4 | -3 | -8 | -6 | -6 | / | 1 | / | / | /
> CCCCC[C@H]1CN(CCCC)C(=O)[C@@H]1CC(=O)NCc1ccccc1
 : 1 | 0 | 3 | -5 | -3 | 0.7 | -14 | -6 | -6 | 6
> CNC(=O)COC(=O)/C=C/c1ccc(F)cc1
 : 2 | -5 | -1 | 3 | -2 | -0.7 | 0 | 2 | 3 | -3
> CC(=O)Nc1ccccc1NC(=O)C/C(C)=N/NC(=O)c1ccc([N+](=O)[O-])c(Cl)c1
 : 7 | 1 | -6 | 2 | 3 | -1.0 | 5 | 5 | -3 | -9
> CCN(CC)CCCn1c(C)cc2c(c1=O)C(c1cc(OC)c(OC)cc1OC)C(C#N)=C(N)O2 (configuration not stated)
 : 8 | 2 | 2 | 3 | 4 | -0.5 | -1 | -1 | 4 | 3
> COc1cc(C2NC(=O)NC(c3ccccc3)=C2C(C)=O)ccc1OCC(=O)O (configuration not stated)
 : -5 | 0 | -1 | 1 | 5 | -1.6 | 1 | 3 | 9 | 4
> CCCc1cc(=O)[nH]c(SCC(=O)NCc2ccc3c(c2)OCO3)n1
 : 5 | -5 | -2 | 2 | 2 | 0.3 | 0 | 1 | 0 | -3
> COc1cc(C(=O)Nc2ccc(NC(=O)c3ccccc3Cl)nc2)cc(OC)c1OC
 : -7 | 0 | 5 | 1 | 3 | -1.4 | -3 | -14 | 11 | -2
> CCCN(Cc1cc2cc(OC)ccc2[nH]c1=O)C(=O)c1ccco1
 : 1 | 0 | -6 | -9 | -7 | 0.1 | -4 | -5 | 2 | -4
> Cc1ccc(CN(C(=O)c2cc(=O)c3cc(Cl)c(C)cc3o2)C2CCS(=O)(=O)C2)cc1 (configuration not stated)
 : 6 | 0 | -7 | -12 | -9 | -2.4 | 0 | -8 | -9 | -3
> CCCCNC(=O)CCn1c(=O)c2ccccc2n(Cc2cc(C)ccc2C)c1=O
 : 1 | -1 | 4 | -10 | -7 | -0.2 | 0 | 4 | 2 | 8
> COc1ccccc1N1CCN(C(=O)CCCCCn2c(=S)[nH]c3cc4c(cc3c2=O)OCO4)CC1
 : -6 | 0 | 0 | -1 | 5 | 5.2 | 6 | -2 | -15 | -5
> COc1ccccc1CN(C)CC(=O)NC1CCCc2ccccc21 (configuration not stated)
 : 0 | -4 | 7 | -11 | -9 | -1.0 | -8 | -9 | -3 | -3
> COCCC(=O)N1CCC(Oc2ccc(C(=O)NCCc3ccccn3)cc2)CC1
 : 1 | 2 | -3 | 2 | 6 | -1.0 | -5 | 3 | 0 | 0
> CCCCCN1N=C(C)CC1=O
 : 3 | 0 | 2 | 3 | 1 | 1.6 | -7 | 5 | -6 | -9
> CCCCNC(=S)NNC(=O)C1=NN(c2cc(C)ccc2C)C(=O)CC1
 : 1 | 1 | 1 | 4 | 0 | -1.0 | 5 | -5 | -6 | 3
> CC1Cc2ccccc2N1C(=S)Nc1ccc(S(N)(=O)=O)cc1 (configuration not stated)
 : 3 | -3 | 2 | -1 | 5 | -1.8 | 1 | 4 | 14 | -1
> CCN(CC)C(=O)CN1C(=O)c2cccc3cccc1c23
 : 6 | -2 | -5 | 5 | 1 | -1.0 | -4 | 11 | -5 | -2
> Cc1c2cnn(CC(=O)O)c(=O)c2c(C)n1Cc1ccccc1
 : -1 | -1 | 7 | 6 | -2 | 0.3 | 1 | 6 | -5 | -1
> CCOCCCNC(=O)Cn1nc(-c2ccc(OC)c(OC)c2)ccc1=O
 : -4 | -2 | 0 | -1 | 3 | -1.1 | 1 | 2 | 1 | -6
> COc1ccc(C(=O)N=C2SC3CS(=O)(=O)CC3N2c2ccccc2)cc1OC (configuration not stated)
 : -1 | -3 | 0 | 5 | 1 | -3.0 | -1 | 4 | 7 | 1
> Cn1c(N2CCOCC2)nc(-c2ccccc2)c1-c1ccccc1
 : -1 | -2 | -3 | 3 | -6 | 0.2 | -8 | 2 | 0 | -2

# Complete entries, quoted from the list. Values in the order: mABHD4 FP, SMARCA2 activ, NR1D1 modulator, NPR1 activator, NPR2 activator, PG9 binder, rCAG RNA binder, HTRA1 inhibitor, ASAP1 GAP inh, ARFGAP1 inhibitor
# O=c1[nH][nH]c2c1[C@H](c1ccc(F)cc1)O[C@H](CCc1ccccc1)C2 is entered as -1, -6, 0, -5, -3, 0.0, 17, /, 5, -8
# COc1ccccc1N1CCN(C(=O)CCCCCn2c(=S)[nH]c3cc4c(cc3c2=O)OCO4)CC1 is entered as -6, 0, 0, -1, 5, 5.2, 6, -2, -15, -5
# COc1ccc(C(=O)N=C2SC3CS(=O)(=O)CC3N2c2ccccc2)cc1OC (configuration not stated) is entered as -1, -3, 0, 5, 1, -3.0, -1, 4, 7, 1
# Nc1cc(N)nc(SCCOc2ccccc2)n1 is entered as -2, 6, 1, 5, 11, -1.7, 5, -5, 18, 14
# CCCCCN1N=C(C)CC1=O is entered as 3, 0, 2, 3, 1, 1.6, -7, 5, -6, -9
